Source: PubChem
PI5P4K alpha inh: qHTS for Inhibitors of phosphatidylinositol 5-phosphate 4-kinase (PI5P4K); Phosphatidylinositol 5-phosphate 4-kinase type-2 alpha (Homo sapiens), P48426; PI5P4Kalpha enzyme, ADP-Glo luminescence, 60 min; active compounds read low; max response, %; 330,000 tested, 1.2% active; active means max response of -50% or lower; inconclusive means between -30% and -50%; inactive means -30% or higher; further: value at the top dose of about 77 µM; on the % scale 0 is the no-effect control and ±100 the full control effect
Target sequence (P48426 whole entry, looked up): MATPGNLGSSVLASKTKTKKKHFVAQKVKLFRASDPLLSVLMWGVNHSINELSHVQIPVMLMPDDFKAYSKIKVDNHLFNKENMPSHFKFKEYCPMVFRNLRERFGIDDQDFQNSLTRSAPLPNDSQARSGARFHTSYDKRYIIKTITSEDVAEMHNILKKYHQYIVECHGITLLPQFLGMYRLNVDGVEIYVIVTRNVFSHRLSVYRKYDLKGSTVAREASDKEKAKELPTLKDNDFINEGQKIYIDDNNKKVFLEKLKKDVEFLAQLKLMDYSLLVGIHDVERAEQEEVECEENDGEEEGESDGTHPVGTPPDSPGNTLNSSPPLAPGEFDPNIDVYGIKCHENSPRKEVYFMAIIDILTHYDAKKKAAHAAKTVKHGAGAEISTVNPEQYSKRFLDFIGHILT
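Controls without substrate or without enzyme flank wells where PI5P4Kalpha converts substrate using 5 microM ATP (final). Incubation lasts 60 minutes at room temperature; ADP formed is read by ADP-Glo luminescence.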
IL-2 act: qHTS of IL-2 Activators; IL-2 activation reporter assay, cell-based qHTS; stimulated with anti-CD3/CD4/CD28 beads; in transgenic mouse T cells; activation, % (series mostly up to about 46 µM); 360,000 tested, 0.065% active; AID 652025, 2013; in the data active means activation above about 50%; inconclusive means mostly about 30% to 49%; further: 0% is about no effect
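Unstimulated transgenic mouse T cells; 60-min compound exposure; bead-based TCR/CD4/CD28 stimulation; 18 h culture, 37 degrees C; dual fluorescence (EGFP, DsRed) plate cytometry.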
PLK1 PBD inh: qHTS for Inhibitors of PLK1-PDB (polo-like kinase 1 - polo-box domain): Primary Screen. Serine/threonine-protein kinase PLK1 (Homo sapiens), P53350. Plk1 PBD binding of FITC phosphopeptide, fluorescence polarization. AID 720504, 2013. 360,000 tested, 2.8% active. Potency, µM, for the others: max response, negative = inhibition, actives largely listed as inhibitors; further: potency means the concentration at half of the fitted maximal effect; series mostly up to about 57 µM; on the % scale 0 is the no-effect control and ±100 the full control effect; nearly all actives have a fitted effect of over 65% in size
Target sequence (P53350 whole entry, looked up, the tested form may be a part): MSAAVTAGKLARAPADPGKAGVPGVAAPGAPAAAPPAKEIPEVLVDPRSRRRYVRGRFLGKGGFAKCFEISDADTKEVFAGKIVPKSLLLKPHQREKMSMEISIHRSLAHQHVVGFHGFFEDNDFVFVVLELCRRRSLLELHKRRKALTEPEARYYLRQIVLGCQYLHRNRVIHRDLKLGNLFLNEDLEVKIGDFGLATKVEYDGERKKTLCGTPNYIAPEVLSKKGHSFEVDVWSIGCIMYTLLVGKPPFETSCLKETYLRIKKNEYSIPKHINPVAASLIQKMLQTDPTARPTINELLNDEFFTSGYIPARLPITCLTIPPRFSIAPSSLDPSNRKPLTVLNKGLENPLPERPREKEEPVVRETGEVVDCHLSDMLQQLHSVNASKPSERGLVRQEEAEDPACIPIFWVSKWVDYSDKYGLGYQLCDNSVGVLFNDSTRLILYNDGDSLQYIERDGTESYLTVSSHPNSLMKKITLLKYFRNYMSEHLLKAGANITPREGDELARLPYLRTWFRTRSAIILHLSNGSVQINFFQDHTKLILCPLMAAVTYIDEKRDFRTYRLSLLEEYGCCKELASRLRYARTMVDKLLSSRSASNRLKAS
FUS yeast rescue: qHTS for Suppressors of FUS Proteinopathy: Primary screen using FUS-linked yeast assay | AID 1347120, 2019 | S. cerevisiae FUS-expressing, growth rescue, OD600, 24 h | Potency, µM (top dose mostly 76.6 µM), for inactives: at the top dose growth rescue (activation), most hits filed as activators | 390,000 tested, 0.24% active;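 further: potency means the concentration at half of the fitted maximal effect; plate controls were DMSO vehicle for no effect and reference control for full effect; nearly all actives have a fitted effect of over 55% in size; some results filed as inactive show a strong effect at the top dose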
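Toxicity suppression screen in FUS-yeast. Cells induced with 2% galactose, starting OD 0.005, treated 24hr at 30C with compounds at multiple final concentrations; growth by OD600.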
EPAC1 antag: qHTS for Antagonist of cAMP-regulated guanine nucleotide exchange factor 3 (EPAC1): primary screen; EPAC1 GEF assay, Rap1b-BODIPY-GDP exchange fluorescence; Potency, µM (titrated, usually from 115 µM), for inactives: at the top dose activity change, negative = inhibition, usual class: inhibitors; 360,000 tested, 0.14% active;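 further: potency means the concentration at half of the fitted maximal effect; plate controls were vehicle for no effect and positive control for full effect; nearly all actives have a fitted effect of over 50% in size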
WRN inhibitor: qHTS for Inhibitors of WRN Helicase; Potency, µM (highest dose often 114 µM), inactives show at the top dose activity change, negative = inhibition, actives largely listed as inhibitors; 360,000 tested, 0.46% active; WRN helicase unwinding, fluorescent forked duplex, kinetic; further: potency means the concentration at half of the fitted maximal effect; on the % scale 0 is the no-effect control and ±100 the full control effect; nearly all actives have a fitted effect of over 55% in size
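Kinetic fluorescence helicase assay: unwinding of a quenched forked DNA duplex (100 nM final) with 2 mM ATP final raises red fluorescence (525/598 nm). Compounds sat 15 min at room temperature with 20 nM WRN beforehand.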
EPAC1 agonist: qHTS for Agonist of cAMP-regulated guanine nucleotide exchange factor 3 (EPAC1): primary screen | EPAC1 agonist qHTS, biochemical assay; response scale: 100% = response to 6.5 mM cAMP | 360,000 tested, 0.073% active | AID 720707, 2013 | Potency, µM (series often up to 154 µM), for inactives: at the highest dose activation, actives largely listed as activators; further: potency means the concentration at half of the fitted maximal effect; nearly all actives have a fitted effect of over 60% in size
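Nucleotide exchange assay: 100 nM EPAC1 with 250 nM Rap1B loaded with BODIPY-GDP and 50 uM GDP, room temperature. Fluorescence (480/540 nm) read every 5 min for 30 min; signal change normalized to 6.5 mM cAMP as full agonist.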
Abeta rescue: qHTS for compounds that reverse cellular toxicity of Amyloid beta (A-beta) peptide in yeast: Primary Screen | yeast expressing A-beta42, growth rescue, OD600, 48 h; response scale: 0% DMSO, 100% iron-clioquinol control | Potency, µM (doses to about 46.1 µM), inactives show at the top dose growth rescue, actives largely listed as activators | 410,000 tested, 0.063% active; further: potency means the concentration at half of the fitted maximal effect; nearly all actives have a fitted effect of over 55% in size
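Yeast A-beta toxicity model in growth medium with pinned compounds, 48 h at 30 C; growth read as absorbance at 600 nm. Normalized to FeCl3/clioquinol equimolar mix (positive) and DMSO (negative).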
* marks the source's active call; other numbers are inactive results; ? = inconclusive; . = not tested or not shown; [ ] = remark or other dose. Unless noted, the call rests on the fitted dose curve; in most records, active means well fitted curve in the direction sought with a large enough effect; inconclusive means small, poorly fitted or top-dose-only effect, or another doubt; inactive means no such curve, though single readings can be large; an effect the other way counts as inactive or inconclusive.

1. O=C(CN1C(=O)NC2(CCc3ccccc32)C1=O)c1cccs1 (stereo unspecified)
2. CN(C(=O)COC(=O)c1ccc(Cl)cc1N)C1CCS(=O)(=O)C1 (stereo unspecified)
3. C[C@@H]1CN([C@@H](C)CO)C(=O)CCCn2nncc2CO[C@@H]1CN(C)C(=O)Nc1cccc(Oc2ccccn2)c1
4. COc1ccc(-c2csc(C(O)c3cccc(Cl)c3)n2)cn1 (stereo unspecified)
5. COc1ccc(CNC(=O)CCc2c[nH]c3ccccc23)cc1
6. COc1ccc(CNC(=O)c2[nH]c(C(F)(F)F)nc2-c2ccccc2)cc1OC
7. CC1CC(C)CN(CCCNC(=O)CCC(=O)N2CC(C)Oc3ccccc32)C1 (stereo unspecified)
8. CCC(CC)C(=O)NCc1ccccc1OC
compound no.,1,2,3,4,5,6,7,8
PI5P4K alpha inh,-4,-2,0,14,0,-6,7,.
IL-2 act,0.5,-0.5,-0.2,0.9,0.4,-0.4,-2.2,6.2
PLK1 PBD inh,-1%,-4%,-5%,-6%,-6%,-13%,-10%,-7%
FUS yeast rescue,-16%,-2%,19%,30%,11%,-13%,-18%,8%
EPAC1 antag,10%,-10%,-1%,-4%,11%,-2%,-5%,-1%
WRN inhibitor,4%,-6%,0%,-4%,4%,-5%,-1%,5%
EPAC1 agonist,-1%,-3%,7%,-9%,5%,2%,8%,5%
Abeta rescue,17%,8%,5%,-3%,2%,-14%,0%,-6%

Overlap with the part before: 4 compounds, then new ones.
5. COc1ccc(CNC(=O)CCc2c[nH]c3ccccc23)cc1
6. COc1ccc(CNC(=O)c2[nH]c(C(F)(F)F)nc2-c2ccccc2)cc1OC
7. CC1CC(C)CN(CCCNC(=O)CCC(=O)N2CC(C)Oc3ccccc32)C1 (stereo unspecified)
8. CCC(CC)C(=O)NCc1ccccc1OC
9. COc1ccc(NS(=O)(=O)c2cc3c(cc2C)N(C)CCO3)cc1
10. Cc1ccc(S(=O)(=O)N2CCN(C(=O)c3ccc(-n4cncn4)c([N+](=O)[O-])c3)CC2)c(C)c1
11. COC(=O)CNC(=O)/C=C/c1cc(Br)ccc1OC
12. O=C(Nc1ccccc1)/C(=C/c1ccc([N+](=O)[O-])cc1)NC(=O)c1ccccc1
13. CCS(=O)(=O)c1ccc(-c2csc(-c3ccccc3)n2)c(Cl)c1Cl
14. CN(C)/C=N/c1nc2ncc(-c3ccc(Cl)cc3)c(/N=C/N(C)C)n2n1
15. Cc1ccc(C2=Nc3cccnc3C(c3ccccc3)=NN2)cc1
16. CCN(C(=O)COC(=O)C1COc2ccccc2O1)c1c(N)n(Cc2ccccc2)c(=O)[nH]c1=O (stereo unspecified)
compound no.,5,6,7,8,9,10,11,12,13,14,15,16
PI5P4K alpha inh,0,-6,7,.,-1,4,0,9,1,-8,3,-8
IL-2 act,0.4,-0.4,-2.2,6.2,-1.0,-1.3,-3.0,0.1,-2.0,-1.1,-0.2,0.2
PLK1 PBD inh,-6%,-13%,-10%,-7%,-4%,-4%,-8%,4%,-1%,27µM*,-12%,2%
FUS yeast rescue,11%,-13%,-18%,8%,-17%,9%,-14%,0%,8%,-6%,18%,24%
EPAC1 antag,11%,-2%,-5%,-1%,-17%,3%,7%,14%,-7%,-20%,7%,0%
WRN inhibitor,4%,-5%,-1%,5%,-8%,2%,-4%,-12%,-4%,8%[57.1 µM],-1%,5%
EPAC1 agonist,5%,2%,8%,5%,-5%,16%,-2%,-3%,0%,10%,3%,-14%
Abeta rescue,2%,-14%,0%,-6%,2%,-7%,-5%,2%,2%,-12%,5%,-8%

17. COc1ccc(S(=O)(=O)N(CC(=O)NCc2cccnc2)C2CCCCC2)cc1OC
18. O=C(COC(=O)C12CC3CC(CC(C3)C1)C2)Nc1ccc([N+](=O)[O-])cc1Br
19. CCN(CC)/C(=N/S(=O)(=O)c1ccc(C)cc1)c1ccccc1
20. Cc1ccccc1NS(=O)(=O)c1ccc(C(=O)NCC(c2ccccc2)N(C)C)cc1 (stereo unspecified)
21. O=[N+]([O-])c1ccc(S(=O)(=O)NCC2CC3CCC2C3)cc1 (stereo unspecified)
22. O=C(O)c1cccc(NC(=O)c2cn(-c3ccccc3)nc2-c2ccncc2)c1
23. Cc1nn(-c2ccc(N3CCCCC3)nn2)c(C)c1CCC(=O)Nc1cccc(F)c1
24. CCSc1nnc(-c2ccc(S(=O)(=O)N3CCOCC3)cc2)n1CC1CCCO1 (stereo unspecified)
compound no.,17,18,19,20,21,22,23,24
PI5P4K alpha inh,-1,29,2,0,3,?,4,.
IL-2 act,0.0,0.2,-0.5,-0.2,1.2,1.1,-0.3,6.4
PLK1 PBD inh,3%,-4%,-14%,-4%,-6%,24µM*,-3%,-7%
FUS yeast rescue,-3%,.,2%,15%,-7%,7%,?,35%
EPAC1 antag,-16%,-23%,1%,4%,-16%,-13%,-3%,-2%
WRN inhibitor,-5%,-2%,-6%,-15%,-4%,6%,-5%,-1%
EPAC1 agonist,3%,-6%,1%,20%,4%,-10%,0%,-1%
Abeta rescue,0%,20%,9%,3%,-36%[inhibitor],-25%,-9%,-9%

25. O=C(CN1C(=O)S/C(=C\c2ccccc2)C1=O)Nc1cc([N+](=O)[O-])ccc1O
26. CCOC(=O)c1ccc2c(c1)[nH]c(=S)n2CC
27. CCOC(=O)C1=C(c2ccccc2)NC(=O)NC1c1cc(OCC)c(O)c([N+](=O)[O-])c1 (stereo unspecified)
28. COc1ccc2oc(C(=O)N3CCN(C/C=C/c4ccccc4)CC3)c(C)c2c1
29. Cc1noc(C)c1C(=O)Nc1cc(Cl)ccc1N1CCOCC1
30. COC(=O)[C@H](Cc1ccccc1)NC(=O)Cn1ccc(NC(=O)OCc2ccccc2)nc1=O
31. O=C(C1CCN(Cc2ccccc2O)CC1)N1CCN(Cc2ccc3c(c2)OCO3)CC1
32. Cc1c(Br)c([N+](=O)[O-])nn1CC(=O)N1CCc2ccccc21
compound no.,25,26,27,28,29,30,31,32
PI5P4K alpha inh,-19,2,-21,-1,1,-6,7,1
IL-2 act,1.0,0.2,0.4,-0.6,0.5,-0.8,0.1,2.8
PLK1 PBD inh,-17%,-3%,-11%,-9%,-19%,1%,-4%,2%
FUS yeast rescue,43%,-23%,13%,2%,3%,24%,.,26%
EPAC1 antag,-5%,-5%,14%,-19%,-9%,11%,-9%,17%
WRN inhibitor,-1%[11.6 µM],2%,-1%,-3%,7%,-6%,?,1%
EPAC1 agonist,12%,13%,-2%,11%,9%,0%,13%,-1%
Abeta rescue,-4%,19%,4%,7%,8%,0%,-1%,-15%

33. COc1ccc(C(=O)c2c(C)c3cc(C)ccc3n2CC(O)CN2CCOCC2)cc1 (stereo unspecified)
34. CC1=CC(=O)C=C(C)C1=NOS(=O)(=O)c1ccccc1
35. COc1ccc(Cl)cc1N(CC(=O)NC1CC1)S(=O)(=O)c1ccc(C)c([N+](=O)[O-])c1
36. COc1ccc(S(=O)(=O)CCC(=O)N2c3ccccc3CC2C)cc1 (stereo unspecified)
37. COC(=O)C1=C(C)NC(=O)/C1=C\c1cc(C)n(-c2ccccc2)c1C
38. Cc1cccn2c(=O)c(/C=N/O)c(N3CCOCC3)nc12
39. O=S1(=O)N=C(N(CCO)/N=C/c2ccc(Br)cc2)c2ccccc21
40. Cc1ccc(CN(C(=O)c2cc(=O)c3cc(C)cc(C)c3o2)C2CCS(=O)(=O)C2)cc1 (stereo unspecified)
compound no.,33,34,35,36,37,38,39,40
PI5P4K alpha inh,3,0,3,-10,0,-10,-2,1
IL-2 act,-0.4,-3.1,-1.7,-1.7,-0.1,1.6,-1.3,1.5
PLK1 PBD inh,-21%,-26%,-4%,-15%,2%,?,-2%,8%
FUS yeast rescue,15%,14%,2%,-7%,43%,18%,-15%,49%
EPAC1 antag,?,-1%,5%,4%,3%,-4%,9%,-15%
WRN inhibitor,-3%,5%,-7%,-5%,-7%,-30%,-4%,1%
EPAC1 agonist,-2%,-8%,4%,4%,1%,3%,8%,-6%
Abeta rescue,2%,-92%[inhibitor],-15%,2%,-7%,-8%,3%,-2%

The last 4 compounds of the section above lead into the next.
37. COC(=O)C1=C(C)NC(=O)/C1=C\c1cc(C)n(-c2ccccc2)c1C
38. Cc1cccn2c(=O)c(/C=N/O)c(N3CCOCC3)nc12
39. O=S1(=O)N=C(N(CCO)/N=C/c2ccc(Br)cc2)c2ccccc21
40. Cc1ccc(CN(C(=O)c2cc(=O)c3cc(C)cc(C)c3o2)C2CCS(=O)(=O)C2)cc1 (stereo unspecified)
41. Cc1cc(NC(=O)COC(=O)c2cccc(OCc3ccccc3)c2)no1
42. Cc1ccc(C)c(NC(=S)NNC(=O)c2csc3c2CCC(C)C3)c1 (stereo unspecified)
43. O/N=C/c1ccc(OCc2ccccc2)c(Cl)c1
44. Cc1onc(-c2ccccc2Cl)c1C(=O)N1CCOC12CCCCC2
compound no.,37,38,39,40,41,42,43,44
PI5P4K alpha inh,0,-10,-2,1,.,.,61,1
IL-2 act,-0.1,1.6,-1.3,1.5,-0.8,-3.3,-3.2,-1.8
PLK1 PBD inh,2%,?,-2%,8%,-1%,-25%,-1%,0%
FUS yeast rescue,43%,18%,-15%,49%,11%,?,0%,9%
EPAC1 antag,3%,-4%,9%,-15%,2%,-24%,1%,-18%
WRN inhibitor,-7%,-30%,-4%,1%,1%,1%,-9%,0%[57.1 µM]
EPAC1 agonist,1%,3%,8%,-6%,-4%,18%,3%,5%
Abeta rescue,-7%,-8%,3%,-2%,20%,19%,-27%,11%
